Bioassay records: PubChem, Johns Hopkins Ion Channel Center
CHT block = human CHT choline transport inhibition | AID 488975 | Q9GZV3 | hit rate 0.86% among 310,000 | B-score at 10 µM | CHT-expressing cells, membrane potential dye, choline response; stronger effect = lower value;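 active = B-score over 3 SD under the library average, and starting fluorescence ratio not unusually high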;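 note: choline stimulus applied at its EC90 after an EC20 pre-addition; B-score computed on integrated fluorescence ratio after choline addition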
KCNQ2 block = KCNQ2 potassium channel inhibitors, primary screen, cell-based, CHO-K1, FluxOR thallium flux, B-score (AID 2156). O88943. 20 min; stronger effect = lower value. B-score at 10 µM. hit rate 1.1% among 310,000;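 active = fluorescence ratio B-score at most minus 3 library SDs, with starting brightness B-score within 2 library SDs, cut at about -5.5 in these data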
Target sequence (O88943 whole entry, looked up): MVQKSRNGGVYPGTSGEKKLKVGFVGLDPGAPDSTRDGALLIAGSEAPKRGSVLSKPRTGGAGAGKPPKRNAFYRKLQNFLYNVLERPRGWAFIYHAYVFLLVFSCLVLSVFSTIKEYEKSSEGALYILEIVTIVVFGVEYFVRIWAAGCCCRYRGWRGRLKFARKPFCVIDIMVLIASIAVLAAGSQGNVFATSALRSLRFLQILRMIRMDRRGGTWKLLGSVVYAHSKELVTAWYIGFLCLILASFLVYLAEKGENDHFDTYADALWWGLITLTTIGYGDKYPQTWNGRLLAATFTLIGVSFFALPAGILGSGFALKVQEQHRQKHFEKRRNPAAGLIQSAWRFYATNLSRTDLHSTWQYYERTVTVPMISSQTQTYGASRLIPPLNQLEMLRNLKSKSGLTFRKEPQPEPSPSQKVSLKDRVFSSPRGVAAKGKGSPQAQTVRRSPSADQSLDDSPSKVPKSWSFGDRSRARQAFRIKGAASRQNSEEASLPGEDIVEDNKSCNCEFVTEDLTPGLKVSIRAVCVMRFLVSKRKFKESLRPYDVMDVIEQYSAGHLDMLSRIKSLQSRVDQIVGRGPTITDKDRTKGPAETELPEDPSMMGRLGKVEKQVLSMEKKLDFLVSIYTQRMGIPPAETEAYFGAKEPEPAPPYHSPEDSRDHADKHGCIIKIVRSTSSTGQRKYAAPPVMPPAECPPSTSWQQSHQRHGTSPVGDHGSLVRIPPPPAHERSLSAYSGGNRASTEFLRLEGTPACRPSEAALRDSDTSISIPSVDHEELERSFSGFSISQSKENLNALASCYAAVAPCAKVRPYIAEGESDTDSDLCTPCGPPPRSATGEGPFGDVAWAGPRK
* = called active by the depositor; i = inactive; nt = no result given.

Start of the listing, in advance:
SMILES | CHT block | KCNQ2 block
CN1C(=O)/C(=C/c2ccccc2OCc2ccc(F)cc2)N(C)C1=S | i | i
COc1cccc(C(=O)NCC(c2ccco2)N2CCOCC2)c1 (configuration not stated) | i | i
CNC(=O)CN(Cc1ccccc1)S(=O)(=O)c1ccc(Cl)cc1 | i | i
COc1ccc(Cc2nc(-c3ccc(-n4cccc4)cc3)no2)cc1OC | i | i
CC(=O)c1sc(N/N=C/c2ccc(C(C)C)cc2)nc1C | i | i
O=C(O)c1cc2cc(F)ccc2[nH]1 | i | i
CCOC(=O)c1ccc(Nc2nc(N3CCOCC3)nc(N3CCOCC3)n2)cc1 | i | i

This part in full, from the first entry:
SMILES | CHT block | KCNQ2 block
CN1C(=O)/C(=C/c2ccccc2OCc2ccc(F)cc2)N(C)C1=S | i | i
COc1cccc(C(=O)NCC(c2ccco2)N2CCOCC2)c1 (configuration not stated) | i | i
CNC(=O)CN(Cc1ccccc1)S(=O)(=O)c1ccc(Cl)cc1 | i | i
COc1ccc(Cc2nc(-c3ccc(-n4cccc4)cc3)no2)cc1OC | i | i
CC(=O)c1sc(N/N=C/c2ccc(C(C)C)cc2)nc1C | i | i
O=C(O)c1cc2cc(F)ccc2[nH]1 | i | i
CCOC(=O)c1ccc(Nc2nc(N3CCOCC3)nc(N3CCOCC3)n2)cc1 | i | i
COc1ccc(C2C(C(=O)c3sc(C)nc3C)=C(O)C(=O)N2CCN(C)C)cc1 (configuration not stated) | i | i
CCOC(=O)N1CCC(Nc2c(NCCCN3CCN(c4ccc(OC)cc4)CC3)c(=O)c2=O)CC1 | i | i
CCOc1ccc(S(=O)(=O)N/N=C(\C)C2CCCCC2)cc1 | i | i
C/C(CCC1CC(C)OC1=O)=N\NC(N)=O (configuration not stated) | i | i
COc1cccc(N2CCN(C(=O)c3cccn4c(=O)c5c(C)c(C)sc5nc34)CC2)c1 | i | i
COc1cccc(C(=O)CC(=O)C(=O)Nc2ccc([N+](=O)[O-])cc2C)c1 | i | i
Cc1cc(OC(=O)c2ccc(S(=O)(=O)N3CCCC3)cc2)c([N+](=O)[O-])c(=O)[nH]1 | i | i
Cc1ccccc1-c1n[nH]c(=S)n1/N=C/c1c(C)nn(-c2ccccc2)c1C | i | i
CCCC(C)C(=O)Nc1ccc(C(N)=O)cc1 (configuration not stated) | i | i
O=C(CN=C1NC(=O)C(c2ccccc2)(c2ccccc2)N1)NCc1ccc(F)cc1 | i | i
COc1ccc(Br)cc1C1Nc2ccccc2C(=O)N1NC(=O)c1ccncc1 (configuration not stated) | i | i
CCc1ccc(N(CC)C(=O)c2cn(C)c(=O)c3ccccc23)cc1 | i | i
Cn1c(=O)oc2cc(S(=O)(=O)NCCC(=O)NC3CCCc4ccccc43)ccc21 (configuration not stated) | i | i
COC(=O)c1ccc(Cn2cnc3c(sc4nc(N5CCOCC5)c5c(c43)CCCC5)c2=O)o1 | i | i
O=Cc1sc(=O)n(Cc2cccc(C(=O)O)c2)c1Cl | i | i
Cc1cc(C)c(NC(=O)c2ccc3c(c2)CCN3S(C)(=O)=O)c(C)c1 | i | i
Cc1[nH]nc(SCC(=O)NCc2ccc(Cl)cc2)c1[N+](=O)[O-] | i | i
CC(C)Oc1cccc(-c2cc(C(=O)NN3CCOCC3)c3ccccc3n2)c1 | i | i

Exported with values under each structure: 3 of the compounds above.
Every second line gives: CHT block	KCNQ2 block
- CCc1ccc(N(CC)C(=O)c2cn(C)c(=O)c3ccccc23)cc1
→ i	i
- O=Cc1sc(=O)n(Cc2cccc(C(=O)O)c2)c1Cl
→ i	i
- Cc1ccccc1-c1n[nH]c(=S)n1/N=C/c1c(C)nn(-c2ccccc2)c1C
→ i	i

(list continues)
SMILES | CHT block | KCNQ2 block
CN1/C(=C\C(=O)c2oc3ccccc3c2N)C(C)(C)c2ccccc21 | i | i
O=C(O)C[C@H]1c2cc(F)ccc2S(=O)(=O)N1C1CCN(Cc2ccccc2)CC1 | i | i
CC(=O)N1CC(C)Sc2ccc(S(=O)(=O)N3CCCCC3)cc21 (configuration not stated) | i | i
COc1ccc(OC)c(C2NC(=O)NC(C)=C2C(=O)OC2CCCCC2)c1 (configuration not stated) | i | i
CC(N=Cc1nc(-c2ccccc2)oc1O)c1ccccc1 (configuration not stated) | i | i
COc1ccc(CNC(=O)c2cnn3c(C(F)F)cc(C)nc23)cc1OC | i | i
O=C(c1ccco1)N1CCN(c2ncnc3c2[nH]c2ccccc23)CC1 | nt | i
O=C(N/C(=C/c1ccco1)C(=O)N1CCCCC1)c1cccs1 | i | i
CCc1ccc(CNC(=O)C2CCCN(S(=O)(=O)N3CC(C)CC(C)C3)C2)cc1 (configuration not stated) | i | i
COc1cc(-c2cc(-c3ccc(O)cc3)nc(N)c2C#N)ccc1O | i | i
Cc1nc2ccccc2c(=O)n1NC(=O)c1ccccc1[N+](=O)[O-] | i | i
COc1ccc(Cl)cc1NC(=O)CN(C)CC(=O)NC(C)c1ccccc1 (configuration not stated) | i | i
COc1ccc(C(=O)NC(=S)NCc2cccnc2)cc1Cl | i | i
Cc1nn(C)cc1CNC(=O)Nc1cccc(Cl)c1 | i | i
Cc1ccc(-c2cc(C(=O)OCC(=O)N(C)C3CCS(=O)(=O)C3)c3ccccc3n2)o1 (configuration not stated) | i | i
Cc1cc(SCC(=O)NCCN2C(=O)CSC2=O)nc2ccccc12 | i | i
CCOC(=O)C1CCN(C/C=C/c2ccccc2)CC1 | i | i
COc1cnn(-c2ccc(F)cc2)c(=O)c1Br | i | i
CCOC(=O)c1nn(-c2ccccc2)c(=O)cc1SC(C)C | i | i
Nc1ccc(/C=C/C(=O)c2ccco2)cc1 | i | i
COCCCn1c(SCC(=O)NC2CCCCC2)nc2ccccc2c1=O | i | i
Cc1ccc(-c2cc(C(=O)Nc3cc(C)on3)c3ccccc3n2)c(C)c1 | i | i
CN(C)CCN(C(=O)c1ccc(S(=O)(=O)N(C)c2ccccc2)cc1)c1nc2cc3c(cc2s1)OCO3 | i | i
O=C(CSc1ccc(-c2ccco2)nn1)Nc1ccc(F)cc1 | i | i
O=C(CCNC(=O)c1ccccc1Cl)NCCc1ccc(Cl)cc1 | i | i

A draw from above in order of length of the SMILES, descending:
SMILES | CHT block | KCNQ2 block
CCc1ccc(CNC(=O)C2CCCN(S(=O)(=O)N3CC(C)CC(C)C3)C2)cc1 (configuration not stated) | i | i
COc1ccc(CNC(=O)c2cnn3c(C(F)F)cc(C)nc23)cc1OC | i | i
Cc1cc(SCC(=O)NCCN2C(=O)CSC2=O)nc2ccccc12 | i | i
CCOC(=O)c1nn(-c2ccccc2)c(=O)cc1SC(C)C | i | i

Next entries follow.
SMILES | CHT block | KCNQ2 block
Cc1c(F)cccc1NS(=O)(=O)c1ccc2c(c1)c(=O)n(C)c(=O)n2C | i | i
CCOC(=O)C1CCCN(S(=O)(=O)c2ccc3c(c2)CC(C)N3C(=O)C2CC2)C1 (configuration not stated) | i | i
Cc1cc(C(=O)O)ccc1-c1ccc(/C=C2\NC(=O)N(Cc3ccccc3Cl)C2=O)o1 | i | i
CCCCCN(C(=O)CCC(=O)OCCOc1ccccc1)c1c(N)n(CCCC)c(=O)[nH]c1=O | i | i
CCSc1ccccc1C(=O)NCCCn1ccnc1 | i | i
COc1ccccc1-n1c(CNC(=O)c2ccco2)nnc1SCC(=O)Nc1cc(C)ccc1C | i | nt
CC(=O)Nc1ccc(NC(=S)NC(=O)C2CCCC2)cc1 | i | i
Cc1cccc(NC(=O)Nc2cccc(C)n2)n1 | i | i
CC(=O)Nc1cc(C(=O)OC(C(=O)c2ccccc2)c2ccccc2)ccc1C (configuration not stated) | i | i
CCC(c1nnnn1Cc1ccco1)N(Cc1ccccc1OC)Cc1cc2cc(C)ccc2[nH]c1=O (configuration not stated) | i | i
O=C(NCc1cccs1)C1CCCN(c2ncccn2)C1 (configuration not stated) | i | i
CCCCn1c(=O)c(Cc2ccccc2)c(O)c2ccccc21 | i | i
C=CCOc1ccc(C2=NOC(C(=O)Nc3ccc4c(c3)OCCO4)C2)cc1OC (configuration not stated) | i | i
COc1ccc(N2C(=O)CC(N3CCC(O)(c4ccc(Br)cc4)CC3)C2=O)cc1 (configuration not stated) | i | i
Cc1ccc(-c2nc(CSc3nc4ccccc4c(=O)n3CCO)cs2)cc1 | i | i
Cc1ccc(C)c(NC(=O)C(Sc2ncnc3ccccc23)c2ccccc2)c1 (configuration not stated) | i | i
Cn1ncc(C#N)c1/N=C/N1CCOCC1 | i | i
Cn1c(=O)c2c(nc(SCC(=O)NCC3CCCO3)n2Cc2ccc(F)cc2)n(C)c1=O (configuration not stated) | i | i
Oc1c(N=NC(=S)Nc2ccccc2F)c2ccccc2n1Cc1ccccc1F | i | i
CN(CCOc1ccccc1)C(=O)CCc1c[nH]c2ccccc12 | i | i
CCC(CC)C(=O)N1CCN(Cc2nc3ccccc3c(=O)[nH]2)CC1 | i | i
Cn1c(CNC(=O)c2ccccc2F)nnc1SCCOc1ccccc1 | i | i
CC(C)(CNc1ccc([N+](=O)[O-])cc1C#N)N1CCOCC1 | i | i
Cn1c(=O)c([N+](=O)[O-])c(NC2CCS(=O)(=O)C2)c2ccccc21 (configuration not stated) | i | i
COc1cccc(CC2(CO)CCCN(CC3=Cc4cc(Cl)ccc4OC3)C2)c1 (configuration not stated) | i | i

Profiles, looked up by structure.
Shown for Cc1cc(OC(=O)c2ccc(S(=O)(=O)N3CCCC3)cc2)c([N+](=O)[O-])c(=O)[nH]1 = CHT block = i; KCNQ2 block = i
Shown for CCOc1ccc(S(=O)(=O)N/N=C(\C)C2CCCCC2)cc1 = CHT block = i; KCNQ2 block = i

The results go on.
SMILES | CHT block | KCNQ2 block
COc1ccccc1N(C)S(=O)(=O)c1ccc(C(=O)NC2=NCCS2)cc1 | i | i
COc1ccc(NC(=O)c2ccco2)c([N+](=O)[O-])c1 | i | i
O=C(Nc1ccc(CN2CCOCC2)cc1)c1cc(Br)ccc1Cl | i | i
COc1ccc(N=C2S/C(=C\c3ccco3)C(=O)N2CC(C)C)cc1 | i | i
CC1(C)N(OCc2ccccc2)C(=O)C(=O)N(OCc2ccccc2)C1(C)C | i | i
CCOC(=O)C(C)N1C(=O)S/C(=C\c2ccc(-c3ccccc3C(=O)O)o2)C1=O (configuration not stated) | i | i
COc1ccc(NC2CCCN(C(=O)CCCN3CCCCC3=O)C2)cc1 (configuration not stated) | i | i
CCC(C)c1ccc(NC(=S)NC(C)C2CCCO2)cc1 (configuration not stated) | -8.3* | i
Clc1ccc(Nc2nc(N3CCOCC3)nc(N3CCOCC3)n2)cc1Cl | i | i
CCN1C(=O)[C@H]2[C@@H](c3ccc(C)cc3)N3C(=O)N(c4ccccc4)C(=O)[C@@]3(Cc3ccccc3)[C@H]2C1=O | i | i
COCCCNC(=S)N1CCN(c2nc(-c3cccc(OC)c3)cs2)CC1 | i | i
CNC(=O)CSc1n[nH]c(-c2cc(Cl)ccc2OC)n1 | i | i
COc1ccc2[nH]cc(/C=C/c3cc[n+](C)cc3)c2c1 | i | i
CCOC(=O)N1C(=O)[C@@](c2ccc(Cl)cc2)(C(C)C)N1C(=O)OCC | i | i
CN(Cc1ccon1)C(=O)CC1C(=O)NCCN1CC1CCCCC1 (configuration not stated) | i | i
CC1=NN(Cc2ccccc2)C(=O)/C1=C\c1ccc(N(C)C)cc1 | i | i
Cc1nnc(SCC(=O)N2CCc3ccccc3C2)s1 | i | i
O=C(Nc1ccc(Cl)c(Cl)c1)c1ccncc1 | i | i
CCn1cc(Cl)c(C(=O)NNC(=O)CCn2nc(C)c([N+](=O)[O-])c2C)n1 | i | i
CCOc1ccc(N(CC(=O)NCc2ccccc2)C(=O)Cn2nnc(-c3ccc(C)o3)n2)cc1 | i | i
Fc1cccc(CCN2C(=S)NC[C@@H]2CC2CCCCC2)c1 | i | i
O=C(c1ccc(N2CCN(C(=O)c3ccccc3Br)CC2)cc1)c1cccc(F)c1 | i | i
CC(CNC(=O)c1cc(COc2ccc3ncccc3c2)on1)c1ccccc1 (configuration not stated) | i | i
Cc1ccc(C(=O)Nc2cnc3ccccn3c2=O)cc1 | i | i
CCC(=O)Nc1c(-c2ccc3ccccc3c2)nc2ccccn12 | i | i
SMILES | CHT block | KCNQ2 block
CC(C)C1NC(=S)N(Cc2ccccc2)C1=O (configuration not stated) | i | i
CCN(CC)C(=O)c1ccc(Nc2nnc(-c3ccc(O)cc3)c3ccccc23)cc1 | i | i
COc1ccc(-n2c(SCC(=O)NCC3CCCO3)nc3c(c2=O)SCC3)cc1 (configuration not stated) | i | i
Cc1ccc(NC(=O)CSc2nnc(C)c(=O)[nH]2)cc1C | i | i
S=C(NCCc1ccccc1)NC1CC1 | i | i
CCN(c1nc(C)cc(OC)n1)S(=O)(=O)c1ccccc1 | i | i
CCc1ccc(OCC(=O)NNC(=O)Cc2ccc(S(=O)(=O)N3CCOCC3)s2)cc1 | i | i
CCCCCn1nc(C(=O)OCC(=O)c2c(N)n(C)c(=O)n(C)c2=O)c2ccccc2c1=O | i | i
Cn1cc(Br)c(NC(=O)/C=C/C(=O)O)n1 | i | i
Cc1nc(COc2cc3oc(=O)cc(C)c3cc2Cl)cs1 | i | i
O=S(=O)(Nc1ccccc1)c1ccc(-c2csnn2)cc1 | i | i
COC(=O)C1CC23C=CCN4CCC5(c6ccccc6NC15C2C)C43 (configuration not stated) | i | i
Cc1ccc(NNC(=O)CCc2ccccc2)c(C)c1 | i | i
COc1ccc(C)cc1N(CC(=O)NC1CCCC1)C(=O)Cn1nnc(-c2ccc(C)o2)n1 | nt | i
O=C(NCc1ccccc1)C1CCCN(S(=O)(=O)c2cccs2)C1 (configuration not stated) | i | i
O=C(O)CSc1cc(NS(=O)(=O)c2ccc(Br)cc2)c2ccccc2c1O | i | i
Cc1ccc(CN2CCCCC2C(=O)Nc2ccc(Oc3cccnc3)cc2)o1 (configuration not stated) | i | i
COc1cc(C2N=C(c3ccccc3)NO2)cc(Br)c1O (configuration not stated) | i | i
Cc1cccc(Oc2ncnc3onc(C)c23)c1C | i | i
C[N+]1(CCCOC(=O)C2(c3ccccc3)CCCC2)CCOCC1 | i | i
CCN1CCN(C(=S)NCC2CCCO2)CC1 (configuration not stated) | i | i
